# RPL19A-GFP yeast: yeast TOR pathway RPL19A-GFP modulation | percent response vs DMSO, % at 10 µM | S. cerevisiae RPL19A-GFP strain, flow cytometry, 3 h; hits give low values | 330,000 compounds, 0.3% hits;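 active = percent response vs DMSO below 50%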;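 also: median channel GFP fluorescence of the barcoded RPL19A-GFP strain; ratio of sample median GFP to plate DMSO average so 100% = DMSO; lower means less RPL19A-GFP as with rapamycin TOR inhibition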
# LAP4 TOR yeast: alters LAP4-GFP fluorescence in TOR pathway yeast screen | S. cerevisiae LAP4-GFP multiplex, flow cytometry GFP, 3 h; median GFP as percent of DMSO wells | GFP response vs DMSO, % at 10 µM | 320,000 compounds, 0.34% hits | AID 2023;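 active = GFP response vs DMSO above a set limit, about the screen mean plus 3 SD, cut at about 150% in these data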
# VLA-4 inh: inhibition in a human VLA-4 binding assay. VLA-4 expressing cells, ligand binding flow cytometry. inhibition, % (about 7 µM as worked out from the volumes in the protocol). 330,000 compounds, 0.2% hits. AID 2557; in the data active = inhibition above about 50%
# GRK2 aptamer HTS: human GRK2 inhibition via aptamer displacement. P25098. bead flow cytometry, FAM-aptamer displacement from GRK2. inhibition of aptamer binding, % at 10 µM. 330,000 compounds, 0.59% hits;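 active = inhibition of aptamer binding above 40%, roughly 3 SD of noise, on plates passing a quality check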;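 also: median bead fluorescence of bound FAM aptamer so fluorescent compounds give negative values; no value below 0 was filed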
# AGP1-GFP MLPCN: yeast TOR pathway AGP1-GFP modulation; S. cerevisiae AGP1-GFP multiplex flow cytometry, 3 h; GFP as percent of DMSO wells; GFP response vs DMSO, % at 10 µM; AID 2066; 320,000 compounds, 0.02% hits;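 active = GFP response relative to DMSO above a set limit, near screen average plus 3 SD, cut at about 150% in these data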;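 also: median GFP channel fluorescence of the gated AGP1 strain per well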
# CIT2-GFP yeast: modulators of TOR pathway CIT2-GFP in S. cerevisiae; 320,000 compounds, 0.065% hits; S. cerevisiae CIT2-GFP strain, flow cytometry, 3 h; 100 means same as DMSO wells; GFP response vs DMSO, % at 10 µM;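 active = GFP response relative to DMSO above a set limit, near the screen mean plus 3 SD, cut at about 150% in these data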;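 also: ratio of well median GFP fluorescence to mean of DMSO wells on the plate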
# GASC-1 inh: inhibitors of human GASC-1 (JMJD2C) demethylase; Q9H3R0; inhibition, % at 2.35 µM; 330,000 compounds, 0.069% hits; GST-JMJD2C(1-420) H3K9me3 demethylation, DELFIA europium; AID 2099;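 active = more than half of a compound's replicate wells show inhibition beyond 50%, single wells judged on their own value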;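 also: signal counts dimethyl H3K9 product captured on neutravidin plate; 0% = median of DMSO wells and 100% = 0.3 times that DMSO median; strong numbers were not always called active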
# Target sequence (Q9H3R0 1-420 limits assumed): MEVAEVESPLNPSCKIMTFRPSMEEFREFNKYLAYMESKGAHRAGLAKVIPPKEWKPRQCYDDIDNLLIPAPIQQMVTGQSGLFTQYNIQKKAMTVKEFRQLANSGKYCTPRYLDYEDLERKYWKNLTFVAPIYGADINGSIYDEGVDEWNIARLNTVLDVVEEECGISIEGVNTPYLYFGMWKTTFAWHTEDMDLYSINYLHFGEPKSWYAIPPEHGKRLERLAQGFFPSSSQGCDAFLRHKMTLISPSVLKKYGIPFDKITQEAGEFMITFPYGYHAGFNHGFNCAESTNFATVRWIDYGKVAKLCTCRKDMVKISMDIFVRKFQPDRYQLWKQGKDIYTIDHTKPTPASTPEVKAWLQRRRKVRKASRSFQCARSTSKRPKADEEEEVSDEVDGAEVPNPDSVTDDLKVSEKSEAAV
# MEP2-GFP yeast: modulators of TOR pathway MEP2-GFP in S. cerevisiae; GFP response vs DMSO, % at 10 µM; 330,000 compounds, 0.51% hits; AID 2016; S. cerevisiae MEP2-GFP strain, flow cytometry GFP, 3 h; 100% = DMSO control level;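 active = GFP response versus DMSO above a set limit, roughly screen mean plus 3 SD, cut at about 180% in these data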;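 also: median GFP fluorescence of the barcode-gated MEP2-GFP cells per well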
# * = called active by the depositor; i = inactive; . = no result given; & = joins results of further samples.
structure,RPL19A-GFP yeast,LAP4 TOR yeast,VLA-4 inh,GRK2 aptamer HTS,AGP1-GFP MLPCN,CIT2-GFP yeast,GASC-1 inh,MEP2-GFP yeast
O=C(c1ccc(Cl)c(S(=O)(=O)N2CCCCC2)c1)N1CCN(c2ccccc2)CC1,98,97,-25,1,98,97,5,98
S=C(Nc1ccccc1Cl)N(Cc1cccnc1)Cc1ccco1,98,98,15,0,104,102,5,96
CC(CCc1ccccc1)NC(=O)c1ccc(Br)cc1 (stereo unspecified),100,108,4,3,112,93,0,100
CCOC(=O)c1sc(Nc2nc(OC)cc(OC)n2)nc1C,89,108,3,3,100,90,35,95
O=C(Nc1cccc(F)c1)NC1CCCCC1,100,101,12,0,98,103,1,105
O=C(CSc1nnc(Cc2ccccc2)o1)c1cc(F)ccc1F,98,106,13,4,94,87,-5,94
c1ccc2cc3[nH]c(CN4CCOCC4)nc3cc2c1,86,102,6,1,.,94,10&0,124
Cn1c(C(=O)N2CCc3ccccc3C2)cc2oc3ccccc3c21,92,93,-11,0,92,94,1,97
CCOc1ccc(C(=O)NC(C(=O)NCc2ccccc2OC)C(C)C)cc1 (stereo unspecified),99,99,5,0,101,98,17,97
COC(=O)C(NC(=O)CN1C(=O)c2ccccc2C1=O)c1ccc(O)c(OC)c1 (stereo unspecified),101,103,-23,0,106,109,5,101
COC(=O)c1c(NC(=O)c2ccc(S(=O)(=O)N3CCOCC3)cc2)sc2c1CCN(C)C2,98,98,0,5,102,95,.,98
COc1ccc(OC(C)C(=O)NCC2CCCO2)cc1 (stereo unspecified),98,128,8,0,100,94,-3,126
CCOc1cc2nc(-c3ccc(OC)c(OC)c3)nc(N3CCOCC3)c2cc1OC,99,105,-14,2,100,103,-4,103
CC(=O)Nc1ccc(S(=O)(=O)NNC(=O)c2ccc([N+](=O)[O-])cc2)cc1,94,83,12,0,89,92,0,97
CCN(CC)C(=O)NCc1c(C)cc(C)cc1C,99,102,-2,3,101,104,-20,106
Cc1ccc(S(=O)(=O)NNC(=S)NCCc2ccccc2)cc1,97,90,-7,1,95,89,1,94
CCOC(=O)c1oc2ccc(S(=O)(=O)N3CCOCC3)cc2c1C,103,107,6,0,101,93,-35,106
COc1cccc(-c2nc(CS(=O)CC(=O)NCCCOC(C)C)c(C)o2)c1 (stereo unspecified),101,104,-1,0,101,99,-20,105
CCC[N+](C)(C)C(C)C(OC(C)=O)c1ccccc1 (stereo unspecified),98,110,17,0,107,110,5,99
O=C(OC(C(=O)O)C(OC(=O)c1ccccc1)C(=O)NCc1ccccc1)c1ccccc1 (stereo unspecified),102,100,5,5,102,94,-7,100
CC(=O)c1cccc(NC(=O)COC(=O)c2cccs2)c1,108,98,25,0,110,112,-1,104
Cc1occc1C(=O)Nc1ccc(S(=O)(=O)N2CCCC2)cc1,100,96,13,0,101,107,7,101
Cc1nc(C)n(C(C)CNS(=O)(=O)c2ccc(Cl)cc2)n1 (stereo unspecified),104,100,0,0,105,107,2,102
O=C(CNC(=O)c1ccncc1)N/N=C/c1cc(Br)ccc1O,109,99,-6,13,106,109,-27,101
O=C(CC(=O)c1cccc([N+](=O)[O-])c1)Nc1ccccc1Cl,116,90,0,2,106,116,-3,117
COc1cc2[nH]cc(C(=O)NCc3ccccc3)c(=O)c2cc1OC,103,88,-6,1,97,105,-1,106
Cc1cccc2cc(C#N)c(NCCNS(=O)(=O)c3ccccc3)nc12,96,92,-2,0,89,98,-13,97
Cc1ccc(C)c(S(=O)(=O)N2CCC3(CC2)OCCO3)c1,96,90,11,0,100,96,-16,93
Cc1ccccc1-c1ccc(=O)n(CC(=O)Nc2ccc(-n3cnnn3)cc2)n1,94,102,7,0,104,97,-8,91
COc1ccc(CCNC(=O)c2ccc(N(C)S(=O)(=O)c3ccccc3)cc2)cc1,107,97,4,0,99,103,5,101
Cc1cc2cc(C)c3nnc(SCC(=O)N4CCN(C(=O)c5ccco5)CC4)n3c2cc1C,103,108,2,0,108,107,5,105
O=C1CC(N2CCN(c3nc4ccccc4s3)CC2)C(=O)N1c1ccc(F)cc1 (stereo unspecified),91,89,3,1,.,85,5,101
COc1ccc(OC)c(NC(=O)CSc2nc3ccccc3c(=O)n2CC2CCCO2)c1 (stereo unspecified),95,95,-3,1,99,99,2,98
CCOC(=O)c1ccc(NS(=O)(=O)c2cn(C)cn2)cc1,103,101,-5,0,96,102,9,102
CCn1c(C(=O)NCc2ccccn2)cc2sccc21,98,102,-2,2,91,97,17,104
COc1ccc(CN2C(=O)c3cccnc3C2Nc2ccc(C)cc2)cc1 (stereo unspecified),93,96,6,1,93,96,-17,99
O=C(Nc1ccccc1Cl)c1ccccc1Cl,99,102,2,0,101,113,8,103
CN(C)/C=C(\C=O)c1c(Cl)cccc1Cl,104,102,8,1,104,104,3,112
CC(C)[C@H](Nc1ccc(C(F)(F)F)cc1[N+](=O)[O-])C(=O)O,128,120,-1,1,120,121,-12,112
CC(=O)C(=Cc1ccc(O)cc1)C(C)=O,117,108,-10,0,98,140,-5,166
O=C(Nc1ccncc1)c1ccccc1F,104,102,-9,0,109,107,-47,100
CCN(C(=O)CN1C(=O)S/C(=C\c2cccc(Cl)c2)C1=O)C1CCS(=O)(=O)C1 (stereo unspecified),96,92,7,1,100,98,2,103
CCCc1cc(C(=O)Nc2cc(C)nn2-c2ccccc2)no1,107,110,8,0,110,108,15,110
Cc1ccc2c(c1)C1CC(C)(O2)N(c2cccc(C(=O)N3CCN(c4ccccn4)CC3)c2)C(=O)N1 (stereo unspecified),98,91,-10,3,100,101,-1,92
CC(=O)c1nn(-c2ccccc2)cc1C(=O)c1ccc(Br)cc1,101,92,2,4,96,98,-2,105
O=C(CSc1nnc(NC(=O)C2CCC2)s1)Nc1ccccc1,97,86,10,2,89,92,-27,99
CCc1cccc(CC)c1NC(=O)COC(=O)CC1c2ccccc2CCN1S(=O)(=O)c1ccc(F)cc1 (stereo unspecified),100,88,6,7,100,96,2,100
CCCN(CCC)S(=O)(=O)c1ccc(C(=O)Nc2cccnc2)cc1,93,107,8,1,97,92,-16,103
CCN1C(=O)c2cccc3c(N)ccc(c23)C1=O,89,92,-51,2,96,85,8,103
CC(C)(C)NC(=O)C1CCCN(S(=O)(=O)c2ccc(-n3cnnn3)cc2)C1 (stereo unspecified),92,91,-10,1,95,99,-13,100
CCC(=O)n1nc(-c2ccccc2)nc1NCc1ccccc1,95,85,-2,4,108,87,3,107
O=C(COc1ccc2c(C(F)(F)F)cc(=O)oc2c1)NCc1cccs1,101,90,14,0,97,93,18,100
CC1CCN(S(=O)(=O)c2ccc([N+](=O)[O-])cc2)CC1,96,96,13,.,94,92,-3,98
CCOC(=O)CNC(=O)Nc1cccc(Cl)c1C,94,91,3,0,100,96,8,97
COc1ccc(N2C(=O)[C@@H]3[C@H](C2=O)[C@H]2c4ccccc4C=CN2[C@@H]3C(C)=O)cc1,107,102,-12,2,100,86,9,106
COCCNC(=O)CSc1n[nH]c(=O)n1CCc1ccccc1,104,93,2,3,93,96,-4,99

# Next records follow.
structure,RPL19A-GFP yeast,LAP4 TOR yeast,VLA-4 inh,GRK2 aptamer HTS,AGP1-GFP MLPCN,CIT2-GFP yeast,GASC-1 inh,MEP2-GFP yeast
Cc1ccc(S(=O)(=O)Nc2c(C)n(C)n(-c3ccccc3)c2=O)cc1C(=O)NCc1ccccn1,95,87,4,0,89,93,-4,100
C[C@@H](NC(=O)c1nc[nH]c1C(=O)N(C)Cc1ccccc1)c1ccccc1,99,101,0,1,98,97,6,91
Cn1nc(-c2ccc(C(=O)NCC3CCCO3)cc2)c2ccccc2c1=O (stereo unspecified),96,93,11,2,98,96,5,96
CSc1cccc(NC(=S)N(CCCN2CCCC2)Cc2cccn2Cc2ccc(Cl)cc2)c1,94,86,13,1,99,96,13,93
COc1ccc(/C=C2/C(=O)N(c3ccccc3)N=C2C)cc1,100,111,17,1,107,99,-1,85
CC(=O)c1ccccc1NC(=O)COC(=O)CSCC(=O)Nc1cc(C)on1,94,104,4,1,101,97,-5,100
O=S(=O)(c1ccccc1)N1CCC(O)(CN2CCN(c3ccccc3)CC2)CC1,105,85,-3,0,96,94,-6,106
O=C(COC(=O)CC(c1ccccc1)c1ccccc1)NCc1ccccc1,103,94,24,5,101,102,-47,102
CCOCc1nnc(NC(=O)CSCc2ccccc2)s1,103,82,-1,0,97,111,-11,107
CCOc1ccc(NC(=O)c2cc([N+](=O)[O-])ccc2N2CCOCC2)cc1,95,101,4,0,98,88,0,91
Cc1ccc(C)[n+](CC(=O)c2ccc(-c3ccccc3)cc2)c1,102,110,10,0,104,105,-2,99
O=c1[nH]c2ccccc2n1C1=CCCC1,100,107,21,5,103,102,8,105
COc1ccc(S(=O)(=O)c2c[nH]c(=S)[nH]c2=O)cc1Cl,106,113,8,0,102,103,4,127
Cc1ccc2c(c1)N(CC(=O)NCCCN1CCCCC1)C(=O)c1cccnc1O2,99,104,7,1,105,97,16,111
N#Cc1ccccc1NC(=O)CN1C(=O)NC2(CCCC2)C1=O,91,79,-6,1,83,85,7,80
COCCCNC(=O)c1cc2c(s1)CS(=O)(=O)C2,91,97,20,0,95,94,-8,91
COC(=O)c1c(NC(=O)CN2CCN(c3ccccc3)CC2)c2c(C)cccc2n1C,.,96,14,0,98,94,7,104
COCCCNC(=O)c1oc2ccc(S(=O)(=O)N(C)C3CCCCC3)cc2c1C,98,102,4,2,96,92,11,95
CN(CC(=O)Nc1ccc(Cl)c(Cl)c1)C(=O)CC1OC(=O)c2ccccc21 (stereo unspecified),86,96,-6,0,93,90,-6,91
CCOC(=O)c1[nH]c2c(c1-c1ccccc1)C(=O)CC(c1ccccc1)C2 (stereo unspecified),105,100,24,0,101,95,2,99
CN1CCN(C(=O)/C(=C/c2cccs2)NC(=O)c2ccco2)CC1,102,96,11,7,101,106,i,99
O=C(c1ccccc1)N1CCN(C2c3cccc4cccc(c34)C2NS(=O)(=O)c2ccccc2)CC1 (stereo unspecified),98,100,-3,0,96,103,-4,101
CC(Oc1ccc2c3c(c(=O)oc2c1)CCC3)C(=O)NCC1CCC(C(=O)O)CC1 (stereo unspecified),97,103,4,0,100,100,.,105
COC(=O)CSc1nc(-c2ccccc2)c2c(c1C#N)CCCC2,99,105,-13,4,99,102,12,102
Cc1cc(C(=O)N2CCCC(N3CCN(c4cccc(Cl)c4)CC3)C2)n(C)n1 (stereo unspecified),100,80,0,1,79,78,-11,94
CCOC(=O)CSc1nnc(NC(=O)CCc2ccccc2)s1,98,94,9,1,101,94,4,94
COc1ccc(CCNC(=O)CN2CCN(S(=O)(=O)c3ccc(Cl)cc3)CC2)cc1OC,102,109,15,0,103,95,-2,97
C[C@]12C=CC(=O)C=C1CC[C@@H]1[C@@H]2C(=O)C[C@@]2(C)[C@H]1CC[C@]2(O)C(=O)COC(=O)CCC(=O)O,99,100,37,78*,104,97,46,92

# 2 compounds picked at random from those above, as already listed:
structure,RPL19A-GFP yeast,LAP4 TOR yeast,VLA-4 inh,GRK2 aptamer HTS,AGP1-GFP MLPCN,CIT2-GFP yeast,GASC-1 inh,MEP2-GFP yeast
COc1ccc(CCNC(=O)CN2CCN(S(=O)(=O)c3ccc(Cl)cc3)CC2)cc1OC,102,109,15,0,103,95,-2,97
CCOC(=O)c1ccc(NS(=O)(=O)c2cn(C)cn2)cc1,103,101,-5,0,96,102,9,102

# Screening results: PubChem BioAssay, several laboratories
